Assay outcomes from PubChem BioAssay.
TbREL1 primary: TbREL1 inhibition, primary screen. P86926. AID 1117264. inhibition, % at 9.66 µM. hit rate 0.49% among 89,000. TbREL1 RNA ligation, FRET fluorescence;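 active = inhibition above the mean inhibition across all screened compounds plus 3 SD, cut at about 11% in these data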;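 note: 0% = plate median of test wells and 100% = NSC42067 control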
Target sequence (P86926 whole entry, looked up): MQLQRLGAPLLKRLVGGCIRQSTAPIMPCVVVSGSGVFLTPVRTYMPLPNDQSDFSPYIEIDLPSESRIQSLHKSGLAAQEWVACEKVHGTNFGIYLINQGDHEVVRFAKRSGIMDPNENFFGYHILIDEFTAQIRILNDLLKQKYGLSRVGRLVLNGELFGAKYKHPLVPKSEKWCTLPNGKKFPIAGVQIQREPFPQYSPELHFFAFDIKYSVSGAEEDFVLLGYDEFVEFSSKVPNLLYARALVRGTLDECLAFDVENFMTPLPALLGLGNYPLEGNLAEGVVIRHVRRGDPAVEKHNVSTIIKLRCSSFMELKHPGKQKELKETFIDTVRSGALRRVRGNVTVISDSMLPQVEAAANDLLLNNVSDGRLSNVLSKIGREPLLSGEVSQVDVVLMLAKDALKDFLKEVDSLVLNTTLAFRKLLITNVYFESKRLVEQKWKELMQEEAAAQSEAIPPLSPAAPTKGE
The depositor's hits bear a star. An excerpt (hit frequency here may not be typical).

No. | compound | TbREL1 primary
1 | Cc1ccc(NC(=O)c2cc(N3CCOCC3)nc3ccccc23)cc1 | -4
2 | CCC(=O)Nc1c(C#N)c2nc3ccccc3nc2n1C1CCCCC1 | 7
3 | Nc1c(C(=O)NC2CC2)c2nc3ccccc3nc2n1-c1ccc2c(c1)OCO2 | 4
4 | CCOc1ccc(CCN2C(=S)N([C@@H](CC(C)C)CN3CCCC3CN3C(=S)NC[C@@H]3Cc3ccc(O)cc3)C[C@@H]2Cc2ccccc2)cc1 (stereo partly specified) | -6
5 | Cc1cc2c(cc1C)NC1(C(=O)Nc3ccccc31)C1=C(CC(C)(C)CC1=O)N2 (stereo unspecified) | -2
6 | COc1ccc(N2CCN(C(=O)CN3C(=O)C4CC=CCC4C3=O)CC2)cc1 (stereo unspecified) | -2
7 | CCCN1CN=C(NS(=O)(=O)c2ccc(C)cc2)NC1 | 2
8 | Fc1ccccc1Cc1noc(CN2CCC(OCc3cccnc3)CC2)n1 | 0
9 | O=C(NCc1cccnc1)c1cc([N+](=O)[O-])ccc1N1CCOCC1 | -1
10 | COc1ccc(C(CNC(=O)COc2ccccc2C)N2CCOCC2)cc1 (stereo unspecified) | 2
11 | O=C(CCn1nnc(-c2cccs2)n1)N1CCCC1 | 2
12 | c1ccc(CCNCCOc2ccccc2)cc1 | 7
13 | CCS(=O)(=O)N1CCN(c2ccc([N+](=O)[O-])c(NC(C)c3ccccc3)c2)CC1 (stereo unspecified) | -1
14 | O=C(CC(=O)c1ccccc1)Nc1cccnc1Cl | -2
15 | COCC(=O)Nc1ccc(F)cc1 | -1
16 | Clc1cccc(Cl)c1CN1CCN(c2ncccn2)CC1 | -1
17 | O=C(N[C@H](Cc1ccccc1)C(=O)NCCCN1CCCC1=O)[C@H]1O[C@@H](n2ccc(=O)[nH]c2=O)[C@H](O)[C@@H]1O | -2
18 | O=C(CSc1nccn(-c2ccc(F)c(F)c2)c1=O)NC1CCCC1 | 0
19 | O=C(COc1ccccc1O)NCCN1CCOCC1 | 1
20 | CN1C(=O)c2cc(NC(=O)C3CCOCC3)ccc2OC[C@@H]2O[C@@H](CC(=O)NCc3ccccc3F)CC[C@@H]21 | 1
21 | O=C(Nc1ccc(S(=O)(=O)N2CCOCC2)cc1)c1cc(S(=O)(=O)N2CCOCC2)ccc1Cl | 2
22 | COC(=O)c1cccnc1NC(=S)NNC(=O)c1ccccc1 | 4
23 | CCOC(=O)C1=C(CNCc2ccc(F)cc2)NC(=O)NC1c1cccc([N+](=O)[O-])c1 (stereo unspecified) | -1
24 | CC1=C(C(=O)N2CCCCCC2)CC(CC(=O)NCCN2CCOCC2)C(=O)N1Cc1ccccc1 (stereo unspecified) | -1
25 | O=C(NCc1ccccc1)C(c1ccc(F)cc1)N(C(=O)c1csnn1)C1CCCC1 (stereo unspecified) | -1
26 | O=C(Nc1ccc(F)cc1)OCc1cn(Cc2ccccc2)nn1 | -2
27 | COc1ccc(Cl)cc1NC(=O)NCCN1CCNC1=O | 0
28 | O=C(O)COc1ccc(-c2nc(-c3ccccc3)c(-c3ccccc3)[nH]2)cc1 | -4
29 | CCCCn1nc(C(=O)NCC(c2cccs2)N2CCOCC2)c2ccccc2c1=O (stereo unspecified) | 1
30 | CCOc1ccc(-n2cc(C(=O)N3CCN(C)CC3)c3cc(OC)c(OC)cc3c2=O)cc1 | 3
31 | COc1ccc(C(=O)CNc2cccc(F)c2)cc1 | 2
32 | CC(=O)Nc1ccc(Nc2cc(C)nc3c(-c4ccc(Cl)cc4)c(C)nn23)cc1 | 7
33 | COC(=O)C1CCN(C(=O)C2CCCCC2)CC1 | -1
34 | COc1cc(C(=O)Nc2nc3ccc(C)cc3s2)ccc1OCc1c(C)noc1C | 4
35 | COc1ccc(NC(=S)N2CCC(C(=O)c3ccc(Cl)cc3)CC2)cc1 | 3
36 | CC(=O)c1c(C)[nH]c(C(=O)OCC(=O)N(C)c2c(N)n(Cc3ccccc3)c(=O)[nH]c2=O)c1C | -3
37 | Cc1c(NC(=S)Nc2cccc(Cl)c2)c(=O)n(-c2ccccc2)n1C | -4
38 | CCO[C@H]1OC(C(=O)N2CCN(C)CC2)=C[C@@H](c2ccc(Br)cc2)[C@@H]1CCCO | -3
39 | COc1cccc(NC(=O)c2ccccc2Oc2ccccc2)c1 | -2
40 | c1ccc(C2OCCN2c2ccccc2)cc1 (stereo unspecified) | -7
41 | O=C(C1CC(=O)N(C2CCCC2)C1)N1CCN(c2ccc(F)cc2)CC1 (stereo unspecified) | -5
42 | CCOC(=O)[C@@H]1[C@H]2COc3cc(OC)ccc3[C@@H]2N2C(=O)N(c3cccc(F)c3)C(=O)[C@@]12C | 0
43 | C=CC[C@@H](CC(=O)N[C@H](CO)Cc1ccccc1)C(=O)N[C@@H](COC(=O)[C@H](CC=C)CC(=O)OC(C)(C)C)Cc1ccccc1 | -1
44 | Cc1[nH]c2ccccc2c1C(c1ccncc1)N1CCCCC1 (stereo unspecified) | 0
45 | O=C(NC1CCCCCCC1)C1CCCN(S(=O)(=O)c2cnc[nH]2)C1 (stereo unspecified) | 5
46 | CC1CCN(CC(=O)Nc2nccs2)CC1 | 0
47 | COC(=O)C(NC(=O)c1ccc(Cl)cc1)(Nc1nc(C)cs1)C(F)(F)F (stereo unspecified) | 0
48 | Cn1nnnc1SCC(=O)NC(=O)Cc1ccccc1 | 1
49 | Cc1cc(C)c(S(=O)(=O)N/N=C/c2ccc([N+](=O)[O-])o2)c(C)c1 | 6
50 | O=c1[nH]c(C(F)(F)F)nc2ccc3ccccc3c12 | 1
51 | CC(=O)Nc1ccc(S(=O)(=O)Nc2nc3ccccc3nc2Nc2ccc(S(N)(=O)=O)cc2)cc1 | 1
52 | CCc1ccc(OCC(=O)NCCOc2ccccc2)cc1 | 6
53 | N#Cc1c(N)nc(SCC(=O)NC2CCCCC2)c(C#N)c1-c1ccc(Cl)cc1 | 4
54 | O=C1CCN(C(=S)NCc2ccccc2)CC1 | 1
55 | COc1ccc(C(=O)O)cc1S(=O)(=O)NCCN(C)C | 1
56 | OC1(c2cccc(C(F)(F)F)c2)CCNCC1 | -2
57 | Cc1ccc(S(=O)(=O)NCC(=O)NCC(=O)N2CCN(c3ncccn3)CC2)cc1C | -1
58 | O=C(Oc1ccc(OC(=O)c2ccco2)c(S(=O)(=O)c2ccc(Cl)cc2)c1)c1ccco1 | 0
59 | NC(=O)CC(NC(=O)Cc1cccc2ccccc12)c1ccc(NCCCN2CCCC2=O)c([N+](=O)[O-])c1 (stereo unspecified) | -1
60 | CC(C)(C)c1ccc(-c2nnc(SCc3ccccc3)n2Cc2ccco2)cc1 | 6

An excerpt from above in order of the TbREL1 primary value, descending.
No. | compound | TbREL1 primary
32 | CC(=O)Nc1ccc(Nc2cc(C)nc3c(-c4ccc(Cl)cc4)c(C)nn23)cc1 | 7
30 | CCOc1ccc(-n2cc(C(=O)N3CCN(C)CC3)c3cc(OC)c(OC)cc3c2=O)cc1 | 3
21 | O=C(Nc1ccc(S(=O)(=O)N2CCOCC2)cc1)c1cc(S(=O)(=O)N2CCOCC2)ccc1Cl | 2

The list goes on:
No. | compound | TbREL1 primary
61 | COc1ccccc1C(=O)N/C(=C\c1ccc(Br)cc1)C(=O)NCCC(=O)O | -1
62 | CC1(C)C(=O)C2(CCCCC2)C(=O)OC1c1cccs1 (stereo unspecified) | 7
63 | COC(=O)[C@]12C[C@H](CC(=O)NCCCCc3ccccc3)C(=O)N(Cc3ccc(Cl)cc3Cl)C1=C[C@H](C(C)C)O[C@@H]2C1CC1 | 3
64 | CC1=C(C(=O)NC2CCCc3c2cnn3-c2cc(F)cc(F)c2)OCCO1 (stereo unspecified) | 0
65 | O=C(Nc1cc(S(=O)(=O)N2CCOCC2)ccc1N1CCOCC1)c1ccccc1[N+](=O)[O-] | 0
66 | O=C(C1=C[C@@H](c2ccccc2)C[C@@H](OCc2ccc(CO)cc2)O1)N1CCN(Cc2ccc3c(c2)OCO3)CC1 | 1
67 | O=C(O)c1cccn1Cc1ccccc1F | -2
68 | CCc1nnc(NC(=O)C2CCN(C(=O)c3ccco3)CC2)s1 | 0
69 | C#CCOc1c(Cl)cc(/C=N/NC(N)=S)cc1OCC | -5
70 | CCNC(=O)/C(=C/c1ccco1)NC(=O)/C=C/c1ccccc1 | 0
71 | COC(=O)c1ccc(NC(=O)CSc2nnc(C3CC3)n2C)cc1 | -1
72 | O=C1OC(NC(=O)c2ccccc2)C(N2CCOCC2)=C1Cl (stereo unspecified) | 2
73 | CC(C)(C)c1ccc(C(=O)OCCNC(=O)c2c(Cl)nc3ccccn23)cc1 | 0
74 | Cc1cccn2c(=O)cc(COC(=O)C(C)Oc3ccccc3)nc12 (stereo unspecified) | -1
75 | COc1ccc(N2CCCn3c2nc2c3c(=O)n(Cc3ccccc3F)c(=O)n2C)c(OC)c1 | 2
76 | COc1ccc(S(=O)(=O)N(CC(=O)NC2CCCC2)c2ccccc2OC)cc1 | -3
77 | O=C(NNc1c(Cl)cccc1Cl)c1c(F)cccc1Cl | 1
78 | CCc1nc(-n2[nH]c(=O)c3ccccc3c2=O)c2c3c(sc2n1)CCCC3 | 4
79 | Cc1cccc(N=C2NC(=O)/C(=C3/C(=O)N(C)c4ccccc43)S2)c1C | 5
80 | O=[N+]([O-])c1ccccc1S(=O)(=O)Nc1ccc(S(=O)(=O)N2CCCC2)cc1 | 8
81 | CCC[C@H]1[C@@H](NC(=O)C#Cc2ccccc2)CC[C@@]23CCCN2C(=O)CCC[C@@H]13 | -2
82 | O=C(Cc1ccccc1)N/N=C/c1ccc2c(c1)OCO2 | -2
83 | O=C(Nc1sc2c(c1C(=O)NCc1cccnc1)CCCC2)c1ccco1 | -3
84 | Cc1nonc1CC(=O)N1CCc2c([nH]c3ccccc23)C1c1ccccc1F (stereo unspecified) | -1
85 | CCn1c2ccccc2c2cc(N=C3SC(CC(=O)Nc4ccccc4OC)C(=O)N3CCOC)ccc21 (stereo unspecified) | -1
86 | COC(=O)[C@]12CCCCC=C1N(Cc1ccc(OC)cc1)C(=O)[C@@H]2CC(=O)N1CCCC1 | 4
87 | CC(NC(=S)Nc1c(Cl)cccc1OC(F)F)C(C)(C)C (stereo unspecified) | -1
88 | C=CCn1c(SCC(=O)Nc2ccccc2C)nc(O)cc1=O | -1
89 | Cc1ccc(C(C(=O)NCc2ccco2)N(Cc2ccco2)C(=O)CNC(=O)c2ccco2)cc1 (stereo unspecified) | 5
90 | CCCN1CCC(C)(C(=O)Nc2cccc(OC(C)C)c2)C1 (stereo unspecified) | -2
91 | COC(=O)C1=C(C)N(Cc2ccc(Br)cc2)C(=S)NC1c1cccc(Br)c1 (stereo unspecified) | -4
92 | O=C(NCC1CCCO1)c1ccc(C(=O)NCC2CCCO2)cc1 (stereo unspecified) | -1
93 | CCN(CC)S(=O)(=O)c1ccc(Oc2ccccc2)c(N)c1 | -1
94 | CCOC(=O)CNC(=O)CSc1nnc(-c2ccncc2)n1-c1ccc(Cl)cc1 | -1
95 | COC(=O)c1cc(Oc2ccc(S(=O)(=O)N3CCOCC3)cc2[N+](=O)[O-])cc(C(=O)OC)c1 | 7
96 | N=c1c(C(=O)NC2CCCCC2)cc2c(=O)n3ccccc3nc2n1Cc1ccc(F)cc1 | 5
97 | COc1ccc(C(=O)CSc2nccn2C)c(OC)c1 | -1
98 | O=C(NCC1CCCO1)/C(=C/c1ccccc1F)NC(=O)c1ccccc1 (stereo unspecified) | 0
99 | O=C1OCCC1Sc1nnc(-c2ccc(F)cc2)n1Cc1ccccc1 (stereo unspecified) | 1
100 | O=C1OC(c2ccccc2)C2(CCCC2)C(=O)C12CCCC2 (stereo unspecified) | 9

Ordered by number of heavy atoms (largest number first): part of the list above
No. | compound | TbREL1 primary
17 | O=C(N[C@H](Cc1ccccc1)C(=O)NCCCN1CCCC1=O)[C@H]1O[C@@H](n2ccc(=O)[nH]c2=O)[C@H](O)[C@@H]1O | -2
81 | CCC[C@H]1[C@@H](NC(=O)C#Cc2ccccc2)CC[C@@]23CCCN2C(=O)CCC[C@@H]13 | -2
35 | COc1ccc(NC(=S)N2CCC(C(=O)c3ccc(Cl)cc3)CC2)cc1 | 3
44 | Cc1[nH]c2ccccc2c1C(c1ccncc1)N1CCCCC1 (stereo unspecified) | 0
100 | O=C1OC(c2ccccc2)C2(CCCC2)C(=O)C12CCCC2 (stereo unspecified) | 9

(next part)
No. | compound | TbREL1 primary
101 | Cn1c(=N)n(CC(=O)c2ccc(Br)s2)c2ccccc21 | 0
102 | Cc1ccccc1C(=O)Nc1ccnn1C1CCN(Cc2cnn(C)c2)CC1 | 1
103 | Cn1nc(C(=O)Nc2sc3c(c2C#N)CCCC3)ccc1=O | 2
104 | CCCCCCNc1nc(Cl)nc(NC(C)(C)CO)n1 | 0
105 | COc1ccc(S(=O)(=O)NCc2ccco2)cc1NC(=O)c1ccccc1 | -2
106 | O=c1[nH][nH]c2c1C(C1CCCCC1)OC(C1CCCCC1)C2 (stereo unspecified) | 5
107 | CCS(=O)c1ccccc1C(=O)O (stereo unspecified) | 4
108 | CCCNC(=O)CC1Sc2ccccc2NC1=O (stereo unspecified) | 3
109 | COCCNC(=O)c1onc(CSc2nc3ccccc3[nH]2)c1C(=O)NCCOC | 5
110 | CC1CCN(C(=O)COC(=O)c2ccc(F)c(S(=O)(=O)N3CCOCC3)c2)CC1 | -2
111 | CN(CC(=O)N1CCCCCC1)S(=O)(=O)c1ccc(Br)s1 | 4
112 | CN(C(=O)COC(=O)c1cc(S(=O)(=O)N2CCOCC2)ccc1Cl)C1CCS(=O)(=O)C1 (stereo unspecified) | -3
113 | Cc1cc(Cl)ccc1NC(=S)NCc1ccc(S(N)(=O)=O)cc1 | -3
114 | c1ccc(N/N=C(\Cc2ncc[nH]2)c2ccccc2)cc1 | -3
115 | O=CNc1cc(-c2ccoc2)cn2c(-c3ccc(F)cc3)cnc12 | -2
116 | O=C(N[C@@H](c1ccccc1)[C@H](O)c1ccccc1)[C@@H]1CCCN1C(=O)OCc1ccccc1 | -2
117 | COC(CN(C)C(=O)c1cn(C)c2ccc(S(=O)(=O)N(C)C3CCCCC3)cc2c1=O)OC | 2
118 | Cc1nnc(NC(=O)C2CCCN(S(=O)(=O)c3ccccc3C(F)(F)F)C2)s1 (stereo unspecified) | 1
119 | CCOC(=O)c1ccc(Nc2cc3ccccc3c(=O)[nH]2)cc1 | -3

An excerpt of these results, with the structure last:
No. | TbREL1 primary | compound
109 | 5 | COCCNC(=O)c1onc(CSc2nc3ccccc3[nH]2)c1C(=O)NCCOC
110 | -2 | CC1CCN(C(=O)COC(=O)c2ccc(F)c(S(=O)(=O)N3CCOCC3)c2)CC1
111 | 4 | CN(CC(=O)N1CCCCCC1)S(=O)(=O)c1ccc(Br)s1
